ASAP1 inh – blocks human ASAP1-stimulated Arf1 GTP hydrolysis. inhibition, % at 16.5 µM. GDP FP detection. Q9ULH1. actives 0.19% (n = 360,000); in the data active = inhibition above about 25%;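 note: 0% = vehicle with enzyme and substrate and 100% = no enzyme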
PLC-gamma1 inh – blocks human PLC-gamma1 enzyme activity | purified PLC-gamma1, fluorogenic substrate, fluorescence | inhibition, % at 12.2 µM | actives 0.84% (n = 370,000) | AID 720700; in the data active = inhibition above about 9.5%
LEDGF integ inh – blocks HIV-1 LEDGF/p75-dependent DNA integration. TR-FRET IN-LEDGF/p75 DNA integration, Eu/Cy5. inhibition, % at 3.7 µM. actives 0.64% (n = 370,000);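 active = inhibition above the screen-wide mean plus 3 SD, cut at about 13% in these data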;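 note: signal is the Cy5 over europium emission ratio at 671 and 618 nm; 0% = plate median of compound wells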
Tn6 DDE FP – DD(E)-Tn6 binding inhibition, primary FP screen; P02675; Fibrin DD(E) TRITC-Tn6 fluorescence polarization displacement; inhibition, % at 8.3 µM; actives 0.21% (n = 370,000); AID 720509;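 active = inhibition above a per-campaign cutoff: mean of compounds within control limits plus 3 SD, cut at about 15% in these data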;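 note: 0% = median of all compound wells on the plate and 100% = blocking peptide control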
KLK7 zymogen act – proKLK7 (human) activation, primary screen; purified proKLK7, EDANS-DABCYL substrate fluorescence; 100% is mature enzyme control, 0% vehicle; actives 0.9% (n = 370,000); P49862; activation, % at 7 µM;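 active = activation above the mean of all tested compounds plus 3 SD, computed per campaign excluding outliers beyond control limits, cut at about 13% in these data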
ADAM10 inh – inhibitors of human ADAM10; O14672; inhibition, % at 7 µM; AID 720582; recombinant ADAM10, EDANS/DABCYL FRET peptide cleavage, 3 h; actives 0.62% (n = 370,000);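 active = inhibition above a per-campaign cutoff equal to the mean of compounds falling between control-based bounds plus 3 SD, cut at about 20% in these data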;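 note: 0% = DMSO wells while the 100% control is not disclosed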
Target sequence (O14672 214-748 limits assumed): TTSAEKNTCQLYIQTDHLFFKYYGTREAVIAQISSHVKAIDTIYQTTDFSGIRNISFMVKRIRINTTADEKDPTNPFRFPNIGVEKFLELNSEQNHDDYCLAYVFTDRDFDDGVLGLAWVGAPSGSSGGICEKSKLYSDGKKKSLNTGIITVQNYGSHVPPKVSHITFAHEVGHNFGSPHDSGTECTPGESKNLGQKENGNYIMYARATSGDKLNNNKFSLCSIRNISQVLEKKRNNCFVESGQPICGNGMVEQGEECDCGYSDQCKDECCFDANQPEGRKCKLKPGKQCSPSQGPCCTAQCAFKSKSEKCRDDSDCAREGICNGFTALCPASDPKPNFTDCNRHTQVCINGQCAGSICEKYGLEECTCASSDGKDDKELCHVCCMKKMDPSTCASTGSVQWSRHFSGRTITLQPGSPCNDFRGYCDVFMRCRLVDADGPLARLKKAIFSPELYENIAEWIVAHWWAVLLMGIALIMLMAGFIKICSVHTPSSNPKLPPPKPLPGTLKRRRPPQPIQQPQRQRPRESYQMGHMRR
TDP2 inh – blocks human TDP2 phosphodiesterase activity. O95551. recombinant TDP2, T5PNP hydrolysis, p-nitrophenol absorbance 415 nm. inhibition, % at 12.8 µM. actives 0.34% (n = 370,000). AID 720702;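 active = inhibition above the mean of all tested compounds plus 3 SD, set per campaign, cut at about 25% in these data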;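 note: 0% = DMSO with enzyme and 100% = buffer with substrate but no TDP2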
Target sequence (O95551 whole entry, looked up): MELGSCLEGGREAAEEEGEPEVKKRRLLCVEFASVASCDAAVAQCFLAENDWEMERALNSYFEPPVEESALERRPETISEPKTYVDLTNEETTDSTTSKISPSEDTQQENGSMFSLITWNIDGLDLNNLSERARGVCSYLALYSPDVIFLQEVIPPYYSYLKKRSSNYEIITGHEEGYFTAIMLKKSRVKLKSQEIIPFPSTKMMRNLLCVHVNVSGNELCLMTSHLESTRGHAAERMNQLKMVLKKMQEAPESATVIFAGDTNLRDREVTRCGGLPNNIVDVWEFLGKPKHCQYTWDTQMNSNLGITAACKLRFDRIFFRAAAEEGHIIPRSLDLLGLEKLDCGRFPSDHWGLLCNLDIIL
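Assay system: Recombinant human TDP2 | Quantity: 120 nM TDP2 per well | Incubation: 2 h at 37 °C | Signal: Epi absorbance | Evaluation: Percent inhibition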
ADAM17 inh – inhibits human ADAM17. P78536. recombinant ADAM17, EDANS/DABCYL FRET peptide cleavage. inhibition, % at 6.95 µM. actives 0.83% (n = 370,000). AID 720648;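 active = inhibition above the mean of compounds lying between control limits plus 3 SD, set per campaign, cut at about 8.5% in these data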;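 note: 0% = DMSO-only wells as the low control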
ARFGAP1 inh – inhibitors of rat ARFGAP1. Q62848. Arfgap1-stimulated ARF1 GTP hydrolysis, GDP FP detection. inhibition, % at 16.5 µM. actives 0.26% (n = 360,000). AID 651572;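 active = inhibition above a per-plate limit, mean inhibition of low control wells plus 3 SD, cut at about 25% in these data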;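 note: 0% = DMSO wells with enzyme and 100% = wells lacking Arfgap1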
Target sequence (Q62848 1-136 limits assumed): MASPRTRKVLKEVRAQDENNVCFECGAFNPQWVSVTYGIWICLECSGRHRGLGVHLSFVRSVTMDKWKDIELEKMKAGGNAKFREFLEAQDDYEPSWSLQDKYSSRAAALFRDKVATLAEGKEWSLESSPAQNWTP
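system = rat Arfgap1 catalytic domain, aa 1-136 | technique = FP, GDP Alexa 633 tracer displaced from anti-GDP antibody, 620/688 nm | compound = one concentration, 16.5 µM, DMSO 1.26% | medium = HEPES-based buffer, pH 7.5 | timing = compound-enzyme preincubation 20 min, reaction 120 min, detection 60 min, 25 °C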
Tn7 DDE FP – DD(E)-Tn7 binding inhibition, primary FP screen; P02675; FP displacement of FITC-Tn7 peptide from fibrin DD(E); 0% = median of compound wells per plate; inhibition, % at 8.3 µM; actives 0.13% (n = 370,000);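 active = inhibition above the mean of compounds falling within the control limits plus 3 SD of them, cut at about 14% in these data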;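 note: 0% = plate median of compound wells and 100% = 10 µM Aha-Tn7 peptide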
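Assay system: Fibrin-DD(E) protein isolated from polymerized human fibrin clots; read-out basis: percent inhibition; medium: Tris/NaCl/CaCl2 buffer, pH 7.8; signal: FP measurement; incubation: 10 min plus 3 h, room temperature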
The depositor's hits bear a star; . = no result given.

cpd	ASAP1 inh	PLC-gamma1 inh	LEDGF integ inh	Tn6 DDE FP	KLK7 zymogen act	ADAM10 inh	TDP2 inh	ADAM17 inh	ARFGAP1 inh	Tn7 DDE FP	SMILES
1	4	2	1	-8	0.5	5	-9	-1	6	-3	CC1(C)CC(=O)C(C=NCC2CCNCC2)=C(O)C1
2	-3	-39	0	2	1.5	-8	2	-8	-2	-1	O=C1CCCC2=C1Sc1ccccc1N2
3	-6	0	-1	1	0.6	-6	-4	-5	-11	0	CC(C)c1nc2oc3c(N4CCNCC4)ncnc3c2c2c1CCC2
4	.	-2	-3	1	0.7	-4	-3	-2	.	13	C=CCN1C(=O)[C@@H](CC(=O)NCCC(C)C)[C@]2(C(=O)OCC)CCCCC/C=C/12
5	4	3	-5	0	-0.7	-6	-6	1	8	7	CN(C)CCNC(=O)c1ccc(CS(=O)(=O)c2ccc(Br)cc2)o1
6	-9	1	0	-1	-0.1	6	-4	0	-3	-5	Cc1cccc(C(=O)O[C@H]2[C@H](Cc3ccccc3)NS(=O)(=O)[C@H]3CC4C=C[C@]23O4)c1
7	-3	-1	-1	-3	-0.7	-7	14	-4	9	6	CCNC(=S)Nc1cc(OCC)c(N2CCOCC2)cc1OCC
8	-1	-4	-1	1	1.7	1	0	-1	-5	-4	CN(CCC#N)C(=O)COC(=O)c1ccc2[nH]c3c(c2c1)CCCC3
9	5	-18	-1	0	0.9	-64	-8	-21	0	8	COc1cc(/C=C/C(=O)NCc2ccccn2)cc(OC)c1OC
10	0	1	-1	2	0.3	-1	-4	-1	-2	-2	O=C1c2ccccc2C(c2nnnn2-c2ccc3c(c2)OCCO3)N1Cc1ccccc1 (centres undefined)
11	.	-15	-2	-1	-2.3	-14	2	-7	.	4	CC(C)(C)N1Cc2nnn(Cc3ccccc3)c2-c2cc(N3CCCCC3)ccc2S1(=O)=O
12	-10	-3	-2	7	-0.3	1	6	-4	4	7	S=c1[nH]nc(Cc2cccs2)n1-c1cccc2ccccc12
13	-16	2	5	-2	-0.1	2	-8	-2	-8	-4	CCN(CC)CCN1C(=O)C2C(C(=O)Nc3ccc(C(C)C)cc3)C3C=CC2(O3)C1C(=O)NC1CCCCC1 (centres undefined)
14	3	1	1	0	-0.8	-5	2	0	2	-6	C=CCn1c(SCCCc2ccccc2)nc2c1c(=O)[nH]c(=O)n2C
15	2	6	0	0	-0.1	-3	0	1	-2	-2	CCOC(=O)c1cnc(-n2nc(C)cc2C)nc1Nc1ccc(OC)cc1
16	-5	7	2	9	-0.7	5	-7	0	6	2	Cc1nnc(Sc2nc3c(c(=O)[nH]c(=O)n3C)n2CCc2ccccc2)s1
17	-17	2	-3	1	-0.7	-2	0	-5	10	8	COc1ccc(C)cc1S(=O)(=O)N1CCCC(C(=O)NC2CC2)C1 (centres undefined)
18	-1	-55	-3	4	1.1	-14	-6	-9	11	10	O=C(CSc1nnc2ccc(-c3cccnc3)nn12)Nc1ccc(F)cc1F
19	3	-1	1	9	0.5	4	5	-4	-2	6	Nc1nc(NS(=O)(=O)c2ccc(Cl)cc2)nn1-c1ccccc1
20	6	3	2	0	0.3	5	-8	-1	6	-2	Cc1ccccc1C(=O)N1CCN(c2ccc(NC(=O)c3cccnc3)cc2)CC1
21	-13	-1	3	5	-0.1	6	1	-3	-1	11	Cc1ccc(Nc2nnc(SCC(=O)NCC3CCCO3)s2)cc1 (centres undefined)
22	-11	0	-1	-2	-0.5	-6	4	-4	2	3	CC(C)CCOc1ccc(C(=O)N2CCCC2C(=O)O)cc1 (centres undefined)
23	0	-1	1	5	-0.3	-1	-9	-5	-7	0	CCOC(=O)N1CCN(C(=O)c2oc3ccc(S(=O)(=O)N4CCCCCC4)cc3c2C)CC1
24	-8	2	2	0	0.1	8	1	0	-1	6	COc1ccccc1N1CCN(C(=O)C(=O)c2c(C)[nH]c3ccccc23)CC1
25	-2	-38	3	-3	-2.1	-7	0	-6	6	3	CCOC(=O)C1CCCN(c2cc(C)nc3cc(-c4ccc(F)cc4)nn23)C1 (centres undefined)
26	0	-206	3	-15	-0.1	-18	0	-14	-10	4	O=C(O)c1ccc(N/N=C/c2ccc(-c3cccc(Cl)c3)o2)cc1
27	1	3	-4	3	-0.2	2	-15	2	4	-1	COC(Cn1c(C)c(C(C)=O)c(C(C)=O)c1C)OC
28	0	0	0	3	0.3	6	-4	1	4	-4	COc1ccc(C(C)NC(=O)c2ccncc2)cc1 (centres undefined)
29	17	1	2	4	-0.3	5	-6	4	10	-2	Cn1c(=O)n(C)c2cc(S(=O)(=O)N3CCN(c4ccccc4)CC3)ccc21
30	-20	-3	0	7	-0.8	5	-7	-1	-9	10	CNC(=O)c1[nH]cnc1C(=O)Nc1cccc(OC)c1

Among those listed so far, four contain an aryl thioether with sulfur outside any ring:
cpd	ASAP1 inh	PLC-gamma1 inh	LEDGF integ inh	Tn6 DDE FP	KLK7 zymogen act	ADAM10 inh	TDP2 inh	ADAM17 inh	ARFGAP1 inh	Tn7 DDE FP	SMILES
14	3	1	1	0	-0.8	-5	2	0	2	-6	C=CCn1c(SCCCc2ccccc2)nc2c1c(=O)[nH]c(=O)n2C
16	-5	7	2	9	-0.7	5	-7	0	6	2	Cc1nnc(Sc2nc3c(c(=O)[nH]c(=O)n3C)n2CCc2ccccc2)s1
18	-1	-55	-3	4	1.1	-14	-6	-9	11	10	O=C(CSc1nnc2ccc(-c3cccnc3)nn12)Nc1ccc(F)cc1F
21	-13	-1	3	5	-0.1	6	1	-3	-1	11	Cc1ccc(Nc2nnc(SCC(=O)NCC3CCCO3)s2)cc1 (centres undefined)

(next part)
cpd	ASAP1 inh	PLC-gamma1 inh	LEDGF integ inh	Tn6 DDE FP	KLK7 zymogen act	ADAM10 inh	TDP2 inh	ADAM17 inh	ARFGAP1 inh	Tn7 DDE FP	SMILES
31	-3	9	6	0	-0.4	-3	-5	-3	12	-2	CC(C)N=C(NS(=O)(=O)c1cccs1)c1ccccc1
32	-7	-1	0	-4	0.3	-12	5	-6	13	4	COc1ccc(CCNC(=O)CCCn2c(=O)[nH]c3cc(OC)c(OC)cc3c2=O)cc1OC
33	3	0	1	8	-0.1	11	7	-2	1	-1	Cc1ccc(CCNC(=O)c2cc(-c3ccncc3)nc3ccccc23)cc1
34	-5	1	1	-2	0.2	2	-2	-4	0	8	Cc1cc2c(cc1[N+](=O)[O-])NC(CNC(C)C)CC2 (centres undefined)
35	-3	2	-2	10	0.3	7	3	3	6	4	COc1cccc(OCC(=O)N(Cc2nc(-c3ccc(Cl)cc3)no2)C(C)C)c1
36	11	-36	-4	1	-2.9	-123	-7	-34	-2	1	N=c1c2c(-c3ccccc3)c(-c3ccccc3)oc2ncn1Cc1ccco1
37	13	3	-4	-1	0.0	-10	-2	-3	1	-3	CC(C)CN(C(=O)CSc1nnc(-c2cccs2)n1N)c1c(N)n(Cc2ccccc2)c(=O)[nH]c1=O
38	-4	4	1	-4	-0.5	0	-2	-1	6	-3	Cc1ccc(S(=O)(=O)NC2CCOC(C)(C)C2)cc1 (centres undefined)
39	7	4	3	-4	-0.3	1	2	1	7	-5	COc1ccc(NC(=O)c2ccc(=O)[nH]c2)cc1S(=O)(=O)N1CCCCC1
40	.	0	-1	8	.	-9	15	-6	.	1	C[C@H](NS(=O)(=O)c1ccc([N+](=O)[O-])cc1)C(=O)NCCNC(=O)[C@@H](C)NS(=O)(=O)c1ccc([N+](=O)[O-])cc1
41	-15	1	2	7	-0.2	6	-5	2	0	2	O=C(Nc1ncnc2sc3c(c12)CCCC3)c1ccncc1
42	3	3	-3	8	0.9	-10	-6	-2	-14	1	Cc1ccc(S(=O)(=O)N2CCOCC2)cc1NC(=O)CN1C(=O)NC(C)(c2ccc(Cl)cc2Cl)C1=O (centres undefined)
43	11	5	4	7	-0.9	7	3	-5	5	0	COc1ccc(C(=O)N=C2SC3CS(=O)(=O)CC3N2Cc2ccc(F)cc2)cc1 (centres undefined)
44	7	5	4	-5	0.1	4	-15	2	-9	-2	C=CCOc1c(Cl)cc(CNCCCN2CCOCC2)cc1OC
45	5	0	1	-7	-0.7	1	2	2	11	-4	CCc1ccc(CNCc2ccc(F)cc2)cc1
46	-11	0	0	-2	-0.3	-16	-4	-2	4	8	N#CC12C(=O)NC(=O)C1(C#N)C21CCCC1 (centres undefined)
47	2	1	-2	8	-0.5	-4	6	-2	-13	3	CC(=O)OCC(OC(C)=O)C(OC(C)=O)C(OC(C)=O)C(=O)Nc1ccccc1 (centres undefined)
48	-9	-1	3	-1	-0.3	12	10	0	-17	2	Cc1ccc(N(CC(=O)NCc2ccccn2)S(=O)(=O)c2ccccc2)cc1Cl
49	0	0	3	1	0.0	7	10	-3	3	-1	Cc1cc(-n2c(C)cc(C(=O)COc3cccnc3[N+](=O)[O-])c2C)no1
50	2	-1	-1	1	0.5	-5	0	-3	-12	-3	Cc1nn(Cc2cccc(F)c2)c(C)c1NC(=O)c1c([N+](=O)[O-])c(C)nn1C
51	-2	4	-4	-5	0.0	8	3	4	-6	-2	COc1cc2c(cc1NC(=O)CSc1nnc(Cc3cccs3)n1C)oc1ccccc12

Full records, quoted from the list:
Results for COc1ccc(C(C)NC(=O)c2ccncc2)cc1 (centres undefined) : ASAP1 inh = 0; PLC-gamma1 inh = 0; LEDGF integ inh = 0; Tn6 DDE FP = 3; KLK7 zymogen act = 0.3; ADAM10 inh = 6; TDP2 inh = -4; ADAM17 inh = 1; ARFGAP1 inh = 4; Tn7 DDE FP = -4
Results for CCNC(=S)Nc1cc(OCC)c(N2CCOCC2)cc1OCC : ASAP1 inh = -3; PLC-gamma1 inh = -1; LEDGF integ inh = -1; Tn6 DDE FP = -3; KLK7 zymogen act = -0.7; ADAM10 inh = -7; TDP2 inh = 14; ADAM17 inh = -4; ARFGAP1 inh = 9; Tn7 DDE FP = 6

Copied from the listing for reference:
cpd	ASAP1 inh	PLC-gamma1 inh	LEDGF integ inh	Tn6 DDE FP	KLK7 zymogen act	ADAM10 inh	TDP2 inh	ADAM17 inh	ARFGAP1 inh	Tn7 DDE FP	SMILES
47	2	1	-2	8	-0.5	-4	6	-2	-13	3	CC(=O)OCC(OC(C)=O)C(OC(C)=O)C(OC(C)=O)C(=O)Nc1ccccc1 (centres undefined)
48	-9	-1	3	-1	-0.3	12	10	0	-17	2	Cc1ccc(N(CC(=O)NCc2ccccn2)S(=O)(=O)c2ccccc2)cc1Cl
49	0	0	3	1	0.0	7	10	-3	3	-1	Cc1cc(-n2c(C)cc(C(=O)COc3cccnc3[N+](=O)[O-])c2C)no1
50	2	-1	-1	1	0.5	-5	0	-3	-12	-3	Cc1nn(Cc2cccc(F)c2)c(C)c1NC(=O)c1c([N+](=O)[O-])c(C)nn1C
51	-2	4	-4	-5	0.0	8	3	4	-6	-2	COc1cc2c(cc1NC(=O)CSc1nnc(Cc3cccs3)n1C)oc1ccccc12

Bioassay records deposited in PubChem BioAssay by The Scripps Research Institute Molecular Screening Center.
